# LANA DNA inh – inhibitors of KSHV C-LANA binding to DNA, primary screen, biochemical, fluorescence polarization, FAM-LBS DNA, MBP-C-LANA, single point; inhibition, % at 9 µM; 0.078% of 340,000 active; AID 504423, 2011; Kaposi's sarcoma herpesvirus LANA C-terminal domain (residues 932-1162) DNA binding;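 active = highest replicate inhibition at or above 60% at 9 µM, even if other replicates fall short; inactive = all replicates below 60% inhibition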;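 note: 0% = neutral control wells and 100% = 4 µM acridine orange control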
# DAGLB inhibitor – DAGLB lipase inhibitors, primary screen, biochemical, fluorescence, HTS. Diacylglycerol lipase-beta (Homo sapiens), Q8NCG7. HEK293T DAGLB membrane lysate, EnzChek fluorogenic substrate. inhibition, % at 5.17 µM. 0.059% of 340,000 active. AID 504411, 2011; in the data active = inhibition above about 34%;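 note: 0% = enzyme with vehicle and 100% = wells lacking enzyme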
# Target sequence (Q8NCG7 whole entry, looked up): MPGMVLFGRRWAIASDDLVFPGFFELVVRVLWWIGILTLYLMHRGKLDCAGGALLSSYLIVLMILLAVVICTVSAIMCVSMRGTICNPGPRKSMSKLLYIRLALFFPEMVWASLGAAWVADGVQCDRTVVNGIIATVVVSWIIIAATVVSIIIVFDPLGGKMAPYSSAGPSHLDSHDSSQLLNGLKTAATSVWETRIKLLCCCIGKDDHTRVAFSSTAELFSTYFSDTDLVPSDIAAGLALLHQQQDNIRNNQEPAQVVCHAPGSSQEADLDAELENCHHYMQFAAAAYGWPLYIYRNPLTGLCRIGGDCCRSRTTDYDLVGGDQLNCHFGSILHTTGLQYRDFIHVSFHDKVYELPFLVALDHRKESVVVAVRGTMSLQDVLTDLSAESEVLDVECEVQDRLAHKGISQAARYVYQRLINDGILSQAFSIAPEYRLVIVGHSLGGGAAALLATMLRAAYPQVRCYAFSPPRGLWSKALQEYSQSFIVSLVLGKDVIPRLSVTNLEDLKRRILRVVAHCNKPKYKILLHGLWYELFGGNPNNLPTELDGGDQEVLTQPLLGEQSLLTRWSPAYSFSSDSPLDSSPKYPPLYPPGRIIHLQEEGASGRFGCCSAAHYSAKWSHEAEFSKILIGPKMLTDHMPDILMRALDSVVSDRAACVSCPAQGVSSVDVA
# Keap1-Nrf2 PPI – Keap1-Nrf2 protein-protein interaction inhibitors, primary screen, biochemical, fluorescence polarization, single point. Keap1 Kelch-Nrf2 peptide fluorescence polarization, 1536-well. inhibition, % at 9.4 µM. 0.15% of 340,000 active. AID 504523, 2011; in the data active = inhibition above about 12%;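 note: human Keap1 Kelch domain with fluorescein labeled Nrf2 9mer peptide probe; 0% = neutral control wells and 100% = peptide positive control; higher means more block of Keap1 binding to Nrf2 peptide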
# PKA-R2B act – activators of PKA-R2B holoenzyme, primary screen, biochemical, fluorescence polarization, Cy5-IP20, human | activation, % at 11.4 µM | 0.079% of 340,000 active | PKA-R2B holoenzyme dissociation; R2B truncated from residue 108, S112A mutant; 0% DMSO only, 100% 113 µM cGMP;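 active = activation above a cutoff set at the mean over all compounds plus 3 SD, cut at about 18% in these data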;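 note: higher means more holoenzyme dissociation and a rise in polarization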
# Target sequence (P31323 whole entry, looked up, other chains not shown, the tested form may be a part): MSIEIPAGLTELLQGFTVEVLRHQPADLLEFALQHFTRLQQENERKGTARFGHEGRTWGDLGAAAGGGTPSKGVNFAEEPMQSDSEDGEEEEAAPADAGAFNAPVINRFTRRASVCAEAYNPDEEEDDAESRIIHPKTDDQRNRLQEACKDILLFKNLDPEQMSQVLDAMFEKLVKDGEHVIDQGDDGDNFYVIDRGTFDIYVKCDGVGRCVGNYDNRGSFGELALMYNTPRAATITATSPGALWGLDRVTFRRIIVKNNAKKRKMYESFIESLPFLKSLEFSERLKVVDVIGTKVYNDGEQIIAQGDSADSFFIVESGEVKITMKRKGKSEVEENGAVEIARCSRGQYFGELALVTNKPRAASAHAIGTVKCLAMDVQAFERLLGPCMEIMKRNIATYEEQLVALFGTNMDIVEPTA
# cardiac RTF act – cardiac RTF calcium sensitivity activators, primary screen, biochemical, IANBD-TnC fluorescence, EC20 calcium. Troponin I, cardiac muscle (Homo sapiens) + Troponin T, cardiac muscle (Homo sapiens) + …. IANBD-labeled TnC RTF fluorescence at EC20 calcium; 0% EC20 calcium, 100% full calcium. activation, % at 7.2 µM. 0.24% of 340,000 active;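 active = activation above the mean over all tested compounds plus 3 SD, cut at about 30% in these data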;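 note: rise in fluorescence read as greater calcium sensitivity of cardiac thin filaments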
# Rtt109 Vps75 – inhibitors of C. albicans Rtt109/Vps75 HAT, primary screen, biochemical, ThioGlo CoA-SH fluorescence, plate reader. AID 540336, 2011. Histone acetyltransferase RTT109 (Candida albicans (strain SC5314 / ATCC MYA-2876)), …. 0.16% of 330,000 active. inhibition, % at 34.9 µM. purified Rtt109/Vps75, 4 h;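 active = inhibition of at least 50% in every replicate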
# RTF Ca sens inh – cardiac RTF calcium sensitivity inhibitors, primary screen, biochemical, IANBD-TnC fluorescence, EC70 calcium. inhibition, % at 7.15 µM. AID 493244, 2011. 0.12% of 340,000 active. Troponin I, cardiac muscle (Homo sapiens) + Troponin T, cardiac muscle (Homo sapiens) + …. IANBD-labeled cardiac RTF, Ca2+ fluorescence;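 active = inhibition above the mean inhibition of all tested compounds plus 3 SD, cut at about 17% in these data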;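 note: assay run at fixed EC70 calcium of 1.6 mM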
# CAL PDZ FP-1 – CAL PDZ peptide-binding inhibitors, primary screen, biochemical, fluorescence polarization, Cer-tagged CAL PDZ, HTS; Golgi-associated PDZ and coiled-coil motif-containing protein (Homo sapiens), Q9HD26; AID 504414, 2011; inhibition, % at 20 µM; purified CAL PDZ, TMR-peptide fluorescence polarization, 1 h; 0.02% of 330,000 active;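 active = highest replicate inhibition of at least 40%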;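 note: plate controls were DMSO neutral control wells for no effect and unlabeled competitor peptide control wells for full effect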
#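 System: tagged CAL PDZ domain. Schedule: 1 h room-temperature incubation prior to read. Signal: fluorescence polarization (mP). Measure: percent inhibition from loss of millipolarization.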
# SR-BI DiI-HDL act – activators of SR-BI mediated DiI-HDL uptake, primary screen, ldlA[mSR-BI] CHO cells, DiI fluorescence; 3 h; 100 = double the neutral-control signal; activation, % at 12.5 µM; 0.096% of 320,000 active; AID 504775, 2011;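 active = mean replicate activation of at least 60% and every replicate at or above 60%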;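 note: 0% = median plate neutral-control signal and 100% = twice that signal; values of inactives mirror those of a sister screen read the other way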
#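 Test system: SR-BI-overexpressing, LDLR-lacking CHO cells; Medium: Ham's F12 with 0.5% BSA, HEPES 25 mM, pH 7.4; Schedule: 3 h, 37 °C; Technique: bottom-read fluorescence, 550/595 nm.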
# CAL PDZ FP-2 – untagged CAL PDZ binding inhibitors, primary screen, biochemical, fluorescence polarization, HTS | Golgi-associated PDZ and coiled-coil motif-containing protein (Homo sapiens), Q9HD26 | purified CAL PDZ, TMR-peptide fluorescence polarization, 1 h | inhibition, % at 24.9 µM | 0.92% of 300,000 active | AID 602252, 2012;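 active = mean inhibition of at least 30% with at least half of replicates also reaching 30%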;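 note: 0% = DMSO neutral control and 100% = excess unlabeled competitor peptide PRC23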
# The depositor's hits bear a star; . = no result given; & = joins results of further samples.
SMILES,LANA DNA inh,DAGLB inhibitor,Keap1-Nrf2 PPI,PKA-R2B act,cardiac RTF act,Rtt109 Vps75,RTF Ca sens inh,CAL PDZ FP-1,SR-BI DiI-HDL act,CAL PDZ FP-2
CN(CC(=O)O/N=C(\N)c1cccc([N+](=O)[O-])c1)S(=O)(=O)c1ccccc1,1.1,-2.9,3.1,0.1,4.3,3.9,-0.1,-2.4,23.6,.
FC(F)(F)c1cnc(-n2cc[nH]c2=S)c(Cl)c1,0.5,1.0,2.6,0.3,0.7,0.8,-2.2,0.6,11.0,-1.6
O=C(N/N=C/c1cccc([N+](=O)[O-])c1O)c1cccs1,-0.3,11.1,-2.0,-0.1,7.7,6.6,-8.3,-0.5,-98.4,-2.6
O=C(NC1CCOC1=O)c1ccccc1 (centres undefined),0.3,2.1,-5.1,-6.6,1.8,-9.2,5.2,-1.0,10.5,.
Cc1cccc(NC2=C(C#N)C(=O)NC3(CCCC3)S2)c1,2.1,3.7,-7.9,-1.4,-5.0,2.3,-4.0,0.6,20.8,-3.8
COc1cccc(CN(C)CC(=O)Nc2cccc(S(N)(=O)=O)c2)c1OC,2.2,-0.3,3.8,3.4,0.3,2.7,1.7,-2.7,-10.1,0.5
Cn1c(CC(=O)NNC(=O)c2cncc(Br)c2)nc2ccccc21,0.0,1.5,-0.8,-6.7,0.9,9.5,-10.9,-0.2,-8.3,1.5
CC(C)(C)c1ccc(C(=O)N2CCNC(=O)C2CC(=O)Nc2ccc(F)cc2)cc1 (centres undefined),1.1,0.4,2.6,2.4,-1.1,7.4,-0.2,-1.7,-7.0,-18.0
CC1CCC(NC(=O)CNC(=O)c2ccc3ccccc3c2)CC1 (centres undefined),.,0.9,.,-10.4,1.6,.,-14.5,-3.5,11.0,-4.4
COC(=O)[C@H](Cc1ccccc1)NC(=O)NCCc1ccc(S(N)(=O)=O)cc1,-0.4,0.3,0.5,-3.1,3.3,-2.0,-3.6,-0.8,-18.8,-5.2
O=C(CCc1n[nH]c(=O)[nH]c1=O)Nc1cccc([N+](=O)[O-])c1,0.2,-1.2,-0.5,-3.0,-4.0,.,1.9,-2.5,21.7,-1.1
CCC(=O)N1N=C(c2ccccc2)CC1c1ccc([N+](=O)[O-])cc1 (centres undefined),-0.7,0.2,-4.1,-6.8,-4.4,3.3,-3.3,-1.3,-12.1,0.1
CCOC(=O)C1(CCOC)CCN(C(C)CCc2ccc(OC)cc2)CC1 (centres undefined),0.6,2.1,-1.1,4.4,4.4,-3.1,-3.4,-3.1,5.4,7.3
Cc1ccc(NC(=S)/N=C(\N)Nc2nc(C)c3cc(C)ccc3n2)c(C)c1,1.0,-3.7,-1.9,-4.6,2.4,-4.9,-2.4,-1.7,.,-4.6
Cc1c(NC(=O)Nc2ccc(C(C)(C)C)cc2)c(=O)n(-c2ccccc2)n1C,-1.4,-1.1,-5.4,-0.6,-3.8,1.7,-4.0,.,3.3,-4.7
C/C(=N\NC(=S)Nc1ccc(F)cc1)c1ccc2c(c1)OCCO2,-1.4,-1.6,-2.2,5.1,-4.2,10.7,-1.9,-0.9,-3.4,.
CCCc1c(CC)c(=N)c2ccccc2n1C,-0.7,-1.6,1.8,-14.9,-0.9,0.5,-1.7,-1.5,29.5,.
CCOC(=O)CSc1nnc(Cc2ccc(OC)cc2)n1-c1ccccc1,0.4,0.8,-2.5,-0.7,4.9,-3.4,-3.6,-0.9,-19.4,.
CCOC(=O)c1cc2c(c(-c3ccccc3)n1)[C@@H](CCO)N(S(=O)(=O)C(C)(C)C)C2,5.3,0.5,6.6,-0.5,5.2,-1.9,-7.2,-0.3,44.7,-3.1
CCc1ccccc1N1C(=O)C2CC(C)=C(C)CC2C1=O (centres undefined),-1.9,0.4,-0.6,3.9,4.1,5.5,4.4,0.6,7.4,-2.0
CCN(C(=O)CSc1ncn[nH]1)C1CCCCC1,-1.0,-1.3,-2.3,3.7,0.1,1.2,-0.3,0.3,22.6,0.0
CCOC(=O)c1cnc(SC)nc1Oc1cccc(NC(=O)c2ccc(C)cc2)c1,2.2,-3.6,0.6,10.1,-2.2,-4.0,-1.7,-0.3,-34.8,-2.7
Nc1ccc2nc(Cc3ccccc3)[nH]c2c1,-0.4,-2.9,1.8,3.1,-3.6,13.5,-9.6,-0.9,-16.6,1.1
CC(C)C(=O)NNC(=O)CC(=O)Nc1ccccc1C(=O)O,2.7,2.8,-1.9,1.5,2.0,-2.4,-2.3,-2.3,.,-0.2
C#CCSc1nc(Cc2ccc(Cl)cc2)nc2ccccc12,-1.8,-6.1,-0.8,-7.1,3.7,6.4,-8.8,0.1,-5.1,-0.2
CNC(=O)c1c(NC(=O)c2ccc(S(=O)(=O)N3CCCc4ccccc43)cc2)sc2c1CCN(C)C2,-0.7,-1.0,-11.6,-6.8,4.9,5.6,-20.4,-3.7,.,-3.9
Oc1cccc2ccc(/C=C/c3ccccc3Cl)nc12,0.5,-13.2,2.2,-1.3,-4.3,0.7,-2.6,1.0,-17.5,-5.6
COc1ccc(NS(=O)(=O)c2cccc(C(=O)NCC(c3cccs3)N3CCOCC3)c2)cc1 (centres undefined),-1.1,-1.1,3.6,-3.2,-0.3,-6.2,-15.4,-0.5,-9.1,-5.6
CN(C)C(=O)c1ccccc1-c1ccccc1,0.0,-3.5,-3.0,-4.4,2.8,2.7,-4.3,-2.2,8.9,-3.7
Cc1cc(OCC(=O)N[C@@H](CSCc2ccccc2)C(=O)O)c2c(C)c(C)c(=O)oc2c1,0.6,4.4,-19.7,-10.4,8.8,15.0,-8.6,0.1,3.8,-1.2
Cc1ccnc(NC(=O)COC(=O)C2COc3ccccc3O2)n1 (centres undefined),-0.9,-1.4,-5.9,5.7,0.2,.,-12.3,-2.7,-7.0,1.6
COc1ccccc1NC(=O)COC(=O)c1ccccc1C(=O)N1CCN(c2ccccc2)CC1,.,-0.8,.,0.4,0.8,9.5,-13.2,-2.3,-25.1,-3.6
COc1cccc(-c2ccc(=O)n(CC(=O)Nc3cc4c(cc3NC(C)=O)OCCO4)n2)c1,0.0,-0.8,-0.6,3.2,-0.2,-0.6,-9.2,-1.1,-17.0,-3.1
Cc1cc(NC(=O)/C=C/c2ccccc2Cl)no1,0.1,-5.1,-6.1,-4.6,-9.4,-14.8,-0.2,-0.9,15.1,-0.9
O=C(Nc1ccc(N2CCOCC2)c(Cl)c1)c1ccco1,0.2,1.3,-1.6,-4.7,-5.9,-1.3,-0.7,-1.4,4.4,.
O=C(O)CCc1ccc(-c2cccs2)n1CCc1ccccc1,-0.7,2.9,-6.0,-1.7,-1.4,7.4,-5.9,-0.2,-15.0,.
O=C(O)/C=C/c1ccc(Cn2ccnc2)cc1,0.2&0.6,0.5&1.2,3.8&-3.3,0.3&-10.2,-2.6&-0.2,-6.3&0.2,-7.7&-1.6,-0.8&0.2,13.3&4.5,-2.8&1.2
CCCOc1c(OC)cccc1C1CC(=O)Nc2cc3c(cc21)OCCO3 (centres undefined),-1.3,2.4,3.7,-2.3,2.2,-19.4,-8.4,-1.3,9.9,-4.5
CC1(C)Cc2c(cnn2-c2ccccc2)-c2c1c1ccccc1n2CC(O)CBr (centres undefined),2.5,0.9,-5.5,-8.2,-2.6,-15.0,-2.5,1.1,-67.1,-4.3
O=C(Nc1nnc(C2CCCO2)s1)c1ccc(Br)cc1 (centres undefined),1.3,-1.8,-0.6,4.7,0.1,-7.4,-10.8,-1.1,14.2,.

# Single records, as listed above. Order of values: LANA DNA inh, DAGLB inhibitor, Keap1-Nrf2 PPI, PKA-R2B act, cardiac RTF act, Rtt109 Vps75, RTF Ca sens inh, CAL PDZ FP-1, SR-BI DiI-HDL act, CAL PDZ FP-2
# Listed for `Cc1cc(NC(=O)/C=C/c2ccccc2Cl)no1` = 0.1, -5.1, -6.1, -4.6, -9.4, -14.8, -0.2, -0.9, 15.1, -0.9
# Listed for `O=C(Nc1nnc(C2CCCO2)s1)c1ccc(Br)cc1` (centres undefined) = 1.3, -1.8, -0.6, 4.7, 0.1, -7.4, -10.8, -1.1, 14.2, .

# Going on with the list:
SMILES,LANA DNA inh,DAGLB inhibitor,Keap1-Nrf2 PPI,PKA-R2B act,cardiac RTF act,Rtt109 Vps75,RTF Ca sens inh,CAL PDZ FP-1,SR-BI DiI-HDL act,CAL PDZ FP-2
O=c1[nH]c(N2CCOCC2)nc2c1CCCC2,-0.6,-0.5,-6.2,1.6,0.5,11.0,-3.5,-0.9,45.1,1.0
CN(C)c1cccc2c1c(NC(=O)c1ccc(Cl)cc1)nn2C,-0.8,2.8,-0.7,-2.1,-0.1,-2.5,-7.7,0.0,-46.7,-0.8
CCOC(=O)N1CCN(C(=O)CSc2nc3c(cnn3-c3ccc(C)cc3)c(=O)[nH]2)CC1,-1.9,2.0,-5.6,-3.0,12.2,-1.8,-3.3,-0.8,14.4,-3.4
COc1cccc(-n2nnnc2SCC(=O)NC2CCCCC2)c1,0.6,-2.3,-1.6,-4.2,-1.1,-5.1,-7.6,-1.9,.,-5.3
COc1cc(C)c(/C=C/C(C)=C/C=C/C(C)=C/C(=O)O)c(C)c1C,-0.1,5.6,1.5,8.2,-3.9,0.4,-2.5,-1.2,11.1,-1.8
CN(C(=O)COC(=O)/C=C/c1ccc(F)cc1)c1c(N)n(Cc2ccccc2)c(=O)[nH]c1=O,-0.5,0.9,-5.3,-8.3,-0.4,-0.2,-4.5,-2.6,-10.8,-1.2
Cc1cccn2c(=O)c(/C=C(\C#N)S(=O)(=O)c3ccccc3)c(N3CCN(C)CC3)nc12,1.0,0.9,0.4,-7.4,-1.6,-2.6,-5.4,-1.2,21.6,.
Cc1cccc(C(=O)NC2CC3CCCC(C2)N3C(=O)Nc2ccccc2)c1 (centres undefined),-1.5,-1.6,-4.2,-3.4,-3.0,-10.2,-14.2,-1.8,7.4,1.6
CCCCCc1ccc(-c2ccc(OCC)cc2)nc1,0.8,-8.4,5.2,5.3,0.3,-0.2,3.3,-0.5,-5.6,1.7
O=C(N/N=C/c1ccc(Cl)cc1)c1cc2c(s1)-c1ccccc1CC2,-1.2,-4.1,-1.6,-5.0,-2.6,-7.0,-0.8,-1.1,8.4,-0.3
